A350 autofl – compounds fluorescent in Alexa 350 spectral region | Compound autofluorescence, 340/450 nm, Alexa 350 dye-equivalents; active compounds read high | max dye-equivalent concentration, M | actives 11% (n = 59,000); in the data active means max dye-equivalent concentration above about 10 nM; inconclusive means mostly about 1.1 nM to 9.6 nM
Pol III holo inh – DNA polymerase III holoenzyme inhibition; reconstituted DNA polymerase III holoenzyme replication, biochemical; Potency, µM (series often up to 57.1 µM), without a hit: top-dose activity change, negative = inhibition; actives 0.25% (n = 71,000); further: potency means the concentration at half of the fitted maximal effect; on the % scale 0 is the no-effect control and ±100 the full control effect
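Reconstituted *E. coli* holoenzyme (0.35 nM Pol III, 1 nM beta, 154 nM SSB, 2 nM primase) was preincubated with compound for 15 min at RT. Synthesis on 1.4 nM ssM13Gori ran 35 min, then was stopped with PicoGreen/EDTA and read as dsDNA fluorescence.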
4-MU autofl – compounds fluorescent in 4-MU spectral region; actives 11% (n = 59,000); AID 589; max dye-equivalent concentration, M; compound autofluorescence, 340/450 nm, 4-MU equivalents; active compounds read high; in the data active means max dye-equivalent concentration above about 10 nM; inconclusive means mostly about 1.1 nM to 9.6 nM
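Intrinsic fluorescence at 340/450 nm (ex/em) was read after 15 min at room temperature in pH 8.0, 100 mM Tris. Each compound concentration expressed as 4-MU-equivalent concentration from a six-point 4-MU standard series on each plate.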
Hsp90 Hop PPI – changes Hsp90-Hop TPR2A binding signal, up or down | AlphaScreen TPR2A-His6 binding biotin-Hsp90 C-terminal peptide | Potency, µM (titrated, usually from 57 µM), for inactives: top-dose activity change, negative = inhibition | actives 0.44% (n = 71,000) | AID 595; active means well fitted curve in either direction with a large enough effect; inconclusive means small, poorly fitted or top-dose-only effect, or another doubt; further: potency means the concentration at half of the fitted maximal effect; on the % scale 0 is the no-effect control and ±100 the full control effect; many of its hits are not listed in these tables
BRCT PPI green – BRCA1 BRCT-phosphoprotein interaction inhibition | P38398 | BRCA1 BRCT-phosphopeptide binding, green fluorescence polarization | Potency, µM (titrated, usually from 76.9 µM), for the others: at the highest dose activity change, negative = inhibition, hits mostly inhibitors | actives 0.05% (n = 75,000) | AID 875;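 further: potency means the concentration at half of the fitted maximal effect; plate controls were peptide without protein for full effect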
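Fluorescence polarization: His-tagged BRCT (~35 kDa BRCA1 C-terminus, 250 nM) bound to 100 nM fluorescein-labeled phosphorylated 10-aa BACH1 peptide, pH 7.3 phosphate buffer with DTT and Tween 20. Compounds incubated 12 min at room temperature; inhibition read as lowered polarization.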
Ub-GFP proteasome – ubiquitin-GFP accumulation via proteasome inhibition | Ubiquitin-GFP reporter cells, proteasome inhibition, GFP fluorescence; response scale: untreated = 0%, 10 µM MG-132 = 100% | Potency, µM (doses to about 45.9 µM), for inactives: top-dose activation (GFP accumulation), usual class: activators | 67,000 tested, under 10 active | AID 526; active means well fitted activation curve with a large enough effect, not every such curve was filed as active; inconclusive means small, poorly fitted or top-dose-only effect, or another doubt; inactive means no such curve, though single readings can be large or run the other way; further: potency means the concentration at half of the fitted maximal effect
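U2OS Ub(G76V)-GFP reporter; O/N plating, 0.5% FBS; cpd 46 uM–2.9 nM, 4 h, 37 °C; GFP+ cell count, 488/515 nm; norm. to basal vs 10 uM MG-132; CRC fit.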
GFP derepression – epigenetic GFP locus derepression in mouse cells; actives 0.09% (n = 68,000); mouse C127i GFP locus derepression, cytometry, 30 h; Potency, µM (highest dose often 46.1 µM), without a hit: at the highest dose GFP derepression (activation); AID 597; further: % of control where 0% means no effect
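Locus derepression in mouse mammary C127i cells whose integrated CMV-GFP reporter is normally silent; GFP expression after 30 h compound treatment was quantified by counting fluorescent cells.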
BRCT inh red – BRCT-phosphoprotein interaction inhibition (red fluorophore); AID 892; P38398; Potency, µM (highest dose often 76.9 µM), for the others: top-dose activity change, negative = inhibition, usual class: inhibitors; BRCT-phosphopeptide binding, red fluorescence polarization; actives 0.03% (n = 75,000); further: on the % scale 0 is the no-effect control and ±100 the full control effect
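Rhodamine-labelled pBACH1 10-mer (100 nM) bound to BRCT domain (100 nM) at pH 7.3; compounds incubated 12 min room temperature, polarization read. Free peptide defines full inhibition; unlabelled decapeptide titrated as control.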
HBB splicing – hemoglobin beta splicing modulation | HBB splicing reporter cell assay, activation; EGFP reporter with mutant IVS2-654 intron; response scale: normalised to 500 nM splice-correcting PNA | Potency, µM (titrated, usually from 46.1 µM), without a hit: top-dose activation, usual class: activators | actives 0.06% (n = 65,000); further: potency means the concentration at half of the fitted maximal effect; 0% is about no effect
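HeLa cells stably expressing EGFP interrupted by mutant beta-globin intron 2 (IVS2-654), 500/well in 2% FCS. Treated with compound for 2 days at 37C. Splicing correction scored as total well GFP intensity (488 nm excitation, 500-520 nm emission); 500 nM antisense PNA served as control.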
ALOX15 inhib – blocks human 15-lipoxygenase activity. purified 15hLO-1, xylenol orange hydroperoxide absorbance. P16050. AID 887. Potency, µM (top dose mostly 57.1 µM), for inactives: top-dose activity change, negative = inhibition, actives largely listed as inhibitors. actives 1.4% (n = 74,000); further: potency means the concentration at half of the fitted maximal effect; on the % scale 0 is the no-effect control and ±100 the full control effect; nearly all actives have a fitted effect of over 55% in size
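Compounds were preincubated 15 min at room temperature with 40 nM purified human enzyme (25 mM Hepes pH 7.5, 0.01% Triton X-100); 50 uM arachidonic acid reacted 6 min. Fe-xylenol orange detection, 30 min, absorbance ratio 573/405 nm.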
CRE-bla Fsk – CRE-bla signaling modulation under forskolin stimulation; actives 2.5% (n = 71,000); CHO CRE-bla reporter (cAMP response element driving beta-lactamase), forskolin EC10, beta-lactamase ratio; AID 662; Potency, µM (top dose mostly 38.2 µM), for inactives: at the top dose activity change, negative = inhibition, hits mostly activators; active means well fitted activation curve with a large enough effect in the signal ratio, with a control signal flat, not every such curve was filed as active; inconclusive means small, poorly fitted or top-dose-only effect, or effect the other way, or a change in a side signal; the % refers to the signal ratio; further: potency means the concentration at half of the fitted maximal effect; % of control where 0% means no effect
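Forskolin analogue NKH 477 at EC10 stimulated CRE-driven beta-lactamase in CHO cells alongside compound dilution series. Beta-lactamase was measured with CCF4, excitation 405 nm, emission ratio 460/530 nm.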
The depositor's hits bear a star; i = inactive; u = inconclusive; x = not tested or not shown; [ ] = dose if it differs, or a comment. Unless noted, the call rests on the fitted dose curve; in most records, active means well fitted curve in the direction sought with a large enough effect; inconclusive means small, poorly fitted or top-dose-only effect, or another doubt; inactive means no such curve, though single readings can be large; an effect the other way counts as inactive or inconclusive.

SMILES,A350 autofl,Pol III holo inh,4-MU autofl,Hsp90 Hop PPI,BRCT PPI green,Ub-GFP proteasome,GFP derepression,BRCT inh red,HBB splicing,ALOX15 inhib,CRE-bla Fsk
CC(C)CC1(C)NC(=O)N(CCN2C(=O)c3ccccc3C2=O)C1=O (configuration not stated),i,7%,i,0%,-2.6%,1%,0%,-0.7%,-7.9%,-21%,u
CCCc1nc2c(=O)[nH]c3ccccc3c2o1,i,3%,i,1%,1.0%,-4%,3%,-2.2%,-1.0%,9%,-19%
COC(=O)C1=C(C)NC(C)=C(C(=O)OCCSc2ccccc2)[C@@H]1C,x,-1%,x,40µM*,1.4%,2%,-1%,-0.1%,x,-11%[25.6 µM],u
CCN(CCCNC(=O)CCCCn1c(=O)[nH]c2ccccc2c1=O)c1ccccc1,i,-5%,i,-3%,-2.3%,-13%,1%,-1.2%,-2.5%,2%,-5%
CCOC(=O)N1CCC(NC(=O)C(CC(C)C)NC(=O)C2CCCCC2)CC1 (configuration not stated),i,-3%,i,-2%,0.0%,-2%,2%,0.0%,2.6%,16µM*,0%
Cc1noc(C)c1COc1cccc(C(=O)OCCOc2ccc(F)cc2)c1,i,1%,i,u,1.0%,-5%,-2%,-0.5%,7.1%,-4%,24%
COc1cccc(C(=O)N2CCN(C3CCC(c4ccccc4)CC3)CC2)c1OC (configuration not stated),i,-2%,i,-4%,-0.7%,-3%,-2%,0.6%,-0.3%[57.5 µM],-7%,-9%
CCOC(=O)c1cnc(-n2nc(C)cc2C)nc1Nc1cccc(C(C)=O)c1,i,-5%,i,-8%,-3.5%,1%,0%,0.5%,-0.9%[57.5 µM],15%,3%
Cc1cccc(C(=O)N(C)c2nnc(-c3ccncc3)s2)c1,i,-5%,i,2%,-2.1%,-2%,4%,-0.7%,x,2%,0%
Clc1ccc(NC2=NCCCCC2)cc1,i,-9%,i,-5%,-1.4%,-1%,0%,-1.6%,-0.9%[57.5 µM],u,-1%
CCOC(=O)c1c(C)c(C(=O)NCCN2CCOCC2)c(C)n1C,i,-4%,i,0%,-1.1%,-1%,-4%,-1.6%,-1.6%,1%,9%
Cc1cccc2cc(CN(Cc3ccccc3)C(=O)N(C)C)c(=O)[nH]c12,i,-2%,i,-1%,-0.4%,1%,-1%,1.0%,-2.3%,1%,1%
Cc1ccccc1NC(=O)CSc1[nH]c(=O)cc(C)c1C#N,x,-5%,x,0%,-1.8%,-1%,x,0.0%,-1.1%,u,-22%
Cc1ccc(N(C(=O)Nc2ccccc2)C2=NCC(C)S2)cc1 (configuration not stated),i,4%,i,-2%,0.2%,-10%,0%,0.2%,0.2%,16%,7%
CCOc1cc(/C=N/n2cnnc2)cc(Br)c1O,4e-08M*,3%,4.3e-08M*,u,-0.8%,1%,4%,-0.8%,-0.1%[57.5 µM],-8%,3%
Cc1oc2ccccc2c1-c1cn2c(n1)SCC2,5.1e-08M*,-7%,4.4e-08M*,-11%,-0.5%,7%,16%,1.0%,6.5%,-4%,-13%
CCN(CC)CCn1c(=S)[nH]c2cc3c(cc2c1=O)OCO3,i,-7%,i,u,0.8%,0%,2%,0.5%,8.8%[0.369 µM],-2%,7%
COc1ccc2nc(-n3c(C)ccc3C)sc2c1,u,-4%,i,0%,3.4%,1%,2%,0.3%,2.3%,-18%,2%
COC(=O)CCNc1ccc2c(c1)OCCO2,i,-9%,i,-8%,-2.6%,-1%,0%,-1.8%,x,0%,2%
CC(=O)c1cccc(NC(=O)N2CCCc3ccccc32)c1,i,-4%,i,-2%,1.6%,2%,-3%,0.0%,-0.7%,5%,-8%
Cn1c(SCc2ccc(C#N)cc2Cl)nc2ccccc21,x,7%,x,28%,0.2%,-6%,-3%,0.8%,-6.7%,-11%,25%
COCCn1c(SCC(=O)NC(=O)NCc2ccccc2)nc2ccccc21,i,0%,i,1%,-1.3%,1%,-3%,0.5%,-0.2%[57.5 µM],4%,-5%
COc1cccc(OC)c1OCCCSc1nc(C)cc(=O)[nH]1,i,0%,i,-2%,1.2%,12%,-1%,-0.7%,0.1%,-3%,u
Cc1nc(NC2=NCN(CCc3ccccc3)CN2)nc2ccccc12,i,-15%,i,-7%,-0.2%,2%,6%,-0.4%,8.4%[0.369 µM],-7%,-1%
c1c2c(cc3sc(N4CCOCC4)nc13)OCO2,i,-3%,i,-1%,-2.1%,14%,-1%,-2.0%,0.0%,u,8%
CCOC(=O)c1cccc(NC(=O)CSc2nnc(-c3ccncc3)n2CCCOC)c1,i,-6%,i,-2%,-2.2%,-3%,-4%,-1.4%,0.6%,6%,5%
O=C(NCc1ccccn1)[C@@H]1C[C@H]1[C@@H](NP(=O)(c1ccccc1)c1ccccc1)c1ccccc1,x,2%,x,-3%,-2.3%,x,x,0.1%,0.5%,x,-6%
Cc1cccc(OCc2nnc(SCC(=O)N3CCc4ccccc43)n2C)c1,i,4%,i,-2%,2.4%,3%,-1%,-0.3%,-0.5%,13%,-12%
Cc1ccc2c(C(=O)CN3CCSCC3)c(C)[nH]c2c1,i,-2%,i,-1%,0.5%,-1%,-2%,-0.2%,4.4%[1.84 µM],-3%,-11%
Cc1ccc(NC(=O)C2CCCN2S(=O)(=O)c2ccc3c(c2)CCC(=O)N3)cc1Cl (configuration not stated),x,2%,x,-3%[2.3 µM],-3.5%,-5%,x,0.3%,-1.0%,-6%,7%
COC(=O)[C@@]1(Cc2ccc(F)cc2)[C@H]2c3cc(C(=O)N4CCCC4)n(Cc4c(CO)[nH]cc(C)c4=O)c3C[C@H]2CN1C(=O)c1ccccc1,x,10%,x,0%,-1.6%,x,x,-3.2%,1.4%,x,-25%
C=CCCCOc1ccc(C(=O)O)cc1,i,-13%,i,1%,1.2%,-7%,4%,-0.3%,-0.4%,-2%,-5%
COc1ccccc1CN1CC2(CCN(C(=O)c3cccc(F)c3)CC2)C1,i,-4%,i,-1%,-4.3%,-4%,23%[9.22 µM],-1.1%,0.2%,18%,-4%
O=c1ccn(Cc2ccccc2)c(=O)n1Cc1ccccc1,i,-7%,i,-2%,-0.1%,7%,9%,-0.1%,0.1%,9%,-4%
O=C1C2C3C=CC(C3=C3CCCCC3)C2C(=O)N1Cc1ccccc1 (configuration not stated),i,0%,i,11%,-3.7%,-4%,-3%,-0.8%,-0.2%,-19%,6%
O=C(CSc1nc2ccccc2s1)N1CCOCC1,i,-1%,i,3%,-3.2%,-3%,0%,0.0%,11%[0.369 µM],-19%,-6%
CCOC(=O)C1CCCN(Cc2cccc(Cl)c2)C1 (configuration not stated),i,-6%,i,-3%,-1.7%,-1%,-3%,-0.5%,4.9%,-7%,-2%
CCOc1ccccc1NC(=O)CSc1nnc(-c2cnccn2)n1C,u,-6%,3e-08M*,-2%,-1.8%,-7%,2%,-0.3%,4.9%[1.84 µM],7%,u
CCOc1ccccc1NC(=O)Cn1cnc2c(cnn2-c2ccc(C)c(C)c2)c1=O,u,-7%,i,-3%,-0.8%,9%,1%,1.1%,-3.1%,-6%,u
CC(=O)N(CCCN(C)C)CCC(C)CCC=C(C)C (configuration not stated),x,0%,x,-2%,-0.3%,-4%,1%,-1.2%,-0.4%[9.22 µM],-29%,8%
COc1cccc(=O)c2c(C)n(C)c(C)c12,i,-8%,i,-8%,0.7%,-6%,-3%,-1.4%,-0.3%,u,4%

Among those listed so far, two have a cyano group.
SMILES,A350 autofl,Pol III holo inh,4-MU autofl,Hsp90 Hop PPI,BRCT PPI green,Ub-GFP proteasome,GFP derepression,BRCT inh red,HBB splicing,ALOX15 inhib,CRE-bla Fsk
Cc1ccccc1NC(=O)CSc1[nH]c(=O)cc(C)c1C#N,x,-5%,x,0%,-1.8%,-1%,x,0.0%,-1.1%,u,-22%
Cn1c(SCc2ccc(C#N)cc2Cl)nc2ccccc21,x,7%,x,28%,0.2%,-6%,-3%,0.8%,-6.7%,-11%,25%

Source: PubChem BioAssay (National Center for Advancing Translational Sciences (NCATS))

Rows were taken by chance (roughly 12% active in at least one column).
